PMI inhibitors: MPI enzyme activity inhibition – biochemical, fluorescence intensity, coupled assay, primary screen (AID 1209). purified PMI enzyme, coupled fluorescence intensity; higher % means a stronger effect. inhibition, % at 20 µM; hits with a dose series show IC50 in µM. hit rate 0.42% among 190,000;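 further: plate controls were DMSO vehicle for no effect and wells lacking substrate for full effect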
M17LAP inhibition: P. falciparum M17LAP inhibitors, primary screen, biochemical, fluorogenic H-Leu-NHMec substrate, 1536-well (AID 1619) | hit rate 0.38% among 220,000 | recombinant M17LAP, H-Leu-NHMec fluorogenic kinetic assay; higher % means a stronger effect | inhibition, % at 30 µM; hits with a dose series show IC50 in µM;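 active means compound inhibiting the enzyme by more than half at any dose during confirmatory dose-response retesting; inconclusive means strong single-dose inhibitors picked by rank but not retested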;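 further: plate controls were full reaction with DMSO carrier for no effect and no enzyme background for full effect; strong numbers were not always called active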
XIAP antagonists: XIAP antagonists, biochemical, IAP family, fluorescence polarization (AID 1018) | hit rate 0.007% among 200,000 | XIAP BIR domain, fluorescence polarization peptide displacement; higher % means a stronger effect | displacement, % at 20 µM; hits with a dose series show IC50 in µM; in the data active means displacement above about 50%; further: a part of the inactive calls stands beside numbers as strong as those of hits
PMI inhibition: human PMI inhibitors, high substrate, primary screen, biochemical, fluorescence intensity, high mannose 6-phosphate (AID 1220). hit rate 0.66% among 190,000. recombinant PMI enzyme, coupled fluorescence intensity; higher % means a stronger effect. one-dose inhibition, % at 20 µM; IC50 in µM for titrated hits
AID2073: inhibitors of Mint1-CaV2.2 protein interaction, biochemical, HTRF (AID 2073) | HTRF protein-protein interaction, Mint1-CaV2.2; higher % means a stronger effect | inhibition, % at 20 µM; hits with a dose series show IC50 in µM | hit rate 0.19% among 290,000; in the data active means inhibition mostly above about 51%, no sharp cut-off; inconclusive means no clear call, values can overlap the other calls; inactive means mostly below about 53%; further: some results filed as inactive read as strong as hits
M1AAP inhibition: malaria alanyl aminopeptidase activity blockers – biochemical, fluorogenic H-Leu-NHMec substrate, 1536-well (AID 1445); hit rate 0.42% among 220,000; recombinant M1AAP, H-Leu-NHMec fluorogenic kinetic assay; higher % means a stronger effect; inhibition, % at 30 µM; hits with a dose series show IC50 in µM;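 active means primary inhibition above the hit cutoff, then over 50% inhibition at one or more dose response concentrations, cut at about 23% in these data, passing the limit was not always enough; inconclusive means conflicting primary data, or primary hits not chosen for dose response; inactive means low primary inhibition, or under 50% at every dose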;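 further: plate controls were DMSO full reaction for no effect and no enzyme background for full effect; strong numbers were not always called active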
Siah-1 displacement: blockers of Siah-1 interaction with plectin peptide – biochemical, fluorescence polarization, rhodamine-plectin, uHTS, primary screen (AID 1817); one-dose displacement, % at 20 µM; IC50 in µM for titrated hits; Siah-1 / rhodamine-plectin peptide fluorescence polarization; higher % means a stronger effect; hit rate 0.02% among 290,000;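 active means displacement of at least 50% at 20 µM, with a fluorescence ratio check between 0.3 and a set limit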;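 further: plate controls were Siah plus tracer with DMSO for no effect and tracer alone without Siah for full effect; strong numbers were not always called active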
Dynein transport: dynein cargo transport inhibition; 3617.4 mouse cells, GR-EGFP nuclear translocation imaging; test concentration mostly 20 µM; stimulated with dexamethasone, 1 µM; stronger effect = lower value; AID 1381; hit rate 0.47% among 220,000; z-score, hits read low;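 active means plate z-score of nuclear minus cytoplasmic receptor signal below a set negative limit, without overly bright fluorescence or cell loss, cut at about -3.5 in these data, passing the limit was not always enough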;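 further: z-score of nuclear minus cytoplasmic ring GR-EGFP intensity difference per well; some compounds called inactive have numbers as strong as hits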
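Buffer or medium: tet-free, stripped-serum medium; Also added: dexamethasone, 1.0 µM final; Technique: high-content fluorescence imaging after fixation; Times: 48 h induction, 1 h compound, 30 min dex at 37 °C; Read-out: per-cell GR-EGFP intensity, nucleus versus surrounding cytoplasmic ring, well-averaged.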
LYP inhibition: PTPN22 lymphoid phosphatase activity blockers – biochemical, fluorescence intensity, uHTS (AID 1779) | recombinant LYP phosphatase, fluorescence intensity; higher % means a stronger effect | inhibition, % at 11.5 µM, or IC50 in µM where a hit was titrated | hit rate 0.054% among 290,000;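 further: plate controls were vehicle with enzyme for no effect and no enzyme for full effect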
Dynein transport cytoplasmic EGFP: also measured in Dynein transport; calls as there; z-score; measured here: cytoplasmic GR-EGFP intensity; stronger effect = higher value
Dynein transport nuclear GR-EGFP: also measured in Dynein transport; calls as there; z-score; measured here: nuclear GR-EGFP intensity;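 lower value marks the stronger effect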
Dynein transport cell count: further read-out of Dynein transport, marked with its call; z-score; measured here: cell count per field
An asterisk follows results filed as active; ? = inconclusive; · = not tested or not shown. Unless noted, no stated cut-off is given here; in the data, active means inhibition above about 50%; inactive means the rest.

No.	SMILES	Dynein transport cytoplasmic EGFP	XIAP antagonists	AID2073	PMI inhibitors	Dynein transport cell count	Dynein transport nuclear GR-EGFP
1	Cc1ccc(-n2cc(CN3CCN(Cc4nccn4C)CC3)c(-c3cccc(C)c3)n2)cc1	-0.29	-3.0%	-6%	14%	0.85	0.11
2	CCn1c(SCC(=O)NC(C)C)nnc1-c1cccs1	-0.095	-7.4%	-11%	8%	-0.86	0.58
3	Cc1ccc(N2CCN(c3ccc(NCc4nc5ccccc5n4C)cc3)CC2)cc1	-0.33	-4.1%	4%	-11%	0.97	-0.64
4	COc1cc(/C=C2\C(=O)NN(c3ccccc3)C2=O)cc([N+](=O)[O-])c1O	-0.3	-3.1%	22%	-18%	0.028	-0.28
5	O=C(O)C(O)c1ccccc1 (stereo unspecified)	·	-5.0%	22%	-2%	·	·
6	Cc1nn(-c2cc(Cl)ccc2Cl)c(C)c1C(=O)O	-0.3	-8.0%	10%	-1%	1.1	0.11
7	CCc1ccc2nc3n[nH]c(N)c3cc2c1	-0.2	-4.7%	-14%	-4%	0.68	-0.16
8	Cc1cccc(NC(=O)/C(C#N)=C\c2cccnc2)c1	-0.2	-1.8%	17%	19%	-0.14	-0.36

No.	M17LAP inhibition	Dynein transport	M1AAP inhibition	Siah-1 displacement	LYP inhibition	PMI inhibition
1	·	-0.21	·	10%	-12%	12%
2	0%	0.93	-8%	0%	-7%	6%
3	-2%	-0.88	4%	-6%	1%	27%
4	17%	-0.22	?	4%	7%	-13%
5	-3%	·	0%	3%	-2%	-13%
6	-5%	-0.35	1%	-8%	-7%	8%
7	18%	-0.045	13%	-5%	-7%	-4%
8	13%	-0.11	5%	2%	0%	20%

Additional structures follow.
No.	SMILES	Dynein transport cytoplasmic EGFP	XIAP antagonists	AID2073	PMI inhibitors	Dynein transport cell count	Dynein transport nuclear GR-EGFP
9	Cc1ccc(S(=O)(=O)/C(C#N)=C/c2c(N3CCOCC3)nc3c(C)cccn3c2=O)cc1	0.56	·	2%	·	-0.55	0.29
10	COC(=O)c1c(NC(=O)c2ccc(C)o2)sc2c1CCCCC2	-0.23	-6.3%	-16%	8%	0.31	-0.14
11	N#Cc1c(C#N)c(-c2ccccc2)n(-c2ccc(C(=O)O)cc2)c1N	0.17	-3.1%	-4%	0%	1.3	-0.39
12	COc1ccc2[nH]cc(C=O)c2c1	-0.22	-2.0%	6%	0%	0.77	-0.2
13	Cc1ccc(S(=O)(=O)N(C)C)cc1NC(=O)c1cc(C(C)(C)C)nn1Cc1ccccc1	-0.3	·	-6%	·	1.3	0.2
14	COc1ccc(C(C)=O)cc1CSc1nnnn1-c1ccc(O)cc1	-0.2	·	3%	·	-0.95	0.44
15	COc1ccccc1NC(=O)NCc1ccc2c(c1)OCO2	-0.27	-4.2%	7%	9%	0.27	0.49
16	Cc1nc2ncnn2c(C)c1CCC(=O)NCc1ccc2c(c1)OCO2	-0.31	-1.9%	-5%	11%	0.5	-0.028

No.	M17LAP inhibition	Dynein transport	M1AAP inhibition	Siah-1 displacement	LYP inhibition	PMI inhibition
9	-1%	0.3	8%	12%	-1%	·
10	18%	-0.82	-9%	-5%	-11%	0%
11	18%	-0.5	11%	-3%	2%	0%
12	3%	0.083	1%	-1%	5%	-1%
13	-9%	0.54	-1%	-4%	4%	·
14	1%	1.1	3%	6%	1%	·
15	1%	0.62	-2%	2%	0%	8%
16	16%	-0.43	3%	2%	-2%	8%

Compound profiles, as listed above.
COc1ccc2[nH]cc(C=O)c2c1 is entered as Dynein transport cytoplasmic EGFP = -0.22; XIAP antagonists = -2.0%; AID2073 = 6%; PMI inhibitors = 0%; Dynein transport cell count = 0.77; Dynein transport nuclear GR-EGFP = -0.2; M17LAP inhibition = 3%; Dynein transport = 0.083; M1AAP inhibition = 1%; Siah-1 displacement = -1%; LYP inhibition = 5%; PMI inhibition = -1%
COc1ccc(C(C)=O)cc1CSc1nnnn1-c1ccc(O)cc1 is entered as Dynein transport cytoplasmic EGFP = -0.2; XIAP antagonists = ·; AID2073 = 3%; PMI inhibitors = ·; Dynein transport cell count = -0.95; Dynein transport nuclear GR-EGFP = 0.44; M17LAP inhibition = 1%; Dynein transport = 1.1; M1AAP inhibition = 3%; Siah-1 displacement = 6%; LYP inhibition = 1%; PMI inhibition = ·

(more compounds)
No.	SMILES	Dynein transport cytoplasmic EGFP	XIAP antagonists	AID2073	PMI inhibitors	Dynein transport cell count	Dynein transport nuclear GR-EGFP
17	O=C(Cc1cccc2ccccc12)NCC1CCCO1 (stereo unspecified)	-0.15	-3.0%	-2%	1%	1.2	-0.85
18	O=C(NC1CCCCC1)C1CCN(S(=O)(=O)c2cccs2)CC1	0.065	-6.7%	-2%	6%	0.97	-0.52
19	CCOC(=O)Cc1nn[nH]n1	-0.12	-9.0%	0%	-23%	-0.37	0.3
20	COc1ccc(Br)cc1[C@H]1[C@H]2C=CC[C@@H](C)[C@@H]2C(=O)N1Cc1ccccc1	-0.57	·	4%	·	-1.7	0.76
21	CCOC(=O)c1c(NC(=S)N2CCOCC2)sc(C)c1C	-0.2	·	11%	·	0.48	-0.58
22	CCOC(=O)c1ccc(-c2cc(C)no2)[nH]1	0.0016	-1.3%	6%	-2%	-1	0.54
23	CCOC(=O)n1c(=O)[nH]c2ccc(Br)cc21	-0.39	-9.9%	-7%	-4%	-0.63	-0.1
24	COc1ccccc1-c1noc(CCC(=O)Nc2cc(C(F)(F)F)ccc2Cl)n1	-0.26	-4.6%	6%	-14%	0.21	-0.38

No.	M17LAP inhibition	Dynein transport	M1AAP inhibition	Siah-1 displacement	LYP inhibition	PMI inhibition
17	7%	-0.26	3%	-5%	-14%	0%
18	-2%	-0.92	10%	0%	-6%	6%
19	-1%	0.78	-3%	-4%	0%	-13%
20	0%	0.88	-1%	-2%	4%	·
21	0%	-0.5	2%	15%	-4%	·
22	19%	0.82	-1%	0%	2%	-3%
23	25%	1.1	10%	-3%	-2%	-5%
24	10%	-1.1	7%	-3%	-3%	-36%

Taken from above.
Result of entry 21 under LYP inhibition: -4%
Result of entry 18 under PMI inhibition: 6%
Result of entry 19 under LYP inhibition: 0%

Remaining list, next part:
No.	SMILES	Dynein transport cytoplasmic EGFP	XIAP antagonists	AID2073	PMI inhibitors	Dynein transport cell count	Dynein transport nuclear GR-EGFP
25	COc1ccc(C(=O)NCCSCc2ccccc2)cc1OC	-0.33	-0.2%	3%	-1%	0.28	0.18
26	CC1Oc2ccccc2OC1C(=O)Nc1ccccn1 (stereo unspecified)	-0.25	-1.6%	4%	-2%	0.92	0.29
27	COc1cccc2[nH]c3c(N4CCC(C)CC4)ncnc3c12	-0.17	-7.6%	29%	-3%	0.14	0.51
28	CCC1(CC)Nc2ccccc2C(=O)N1c1ccc(OC)cc1	-0.26	·	7%	·	1.6	-0.64
29	COc1cccc(C2=NOC(C(=O)Nc3cc(OC)c(OC)c(OC)c3)C2)c1 (stereo unspecified)	-0.29	-1.4%	2%	1%	0.025	-0.039
30	CN(Cc1c(F)cccc1Cl)c1nnnn1-c1ccccc1	-0.18	-0.8%	2%	13%	0.12	-0.043
31	CCCS(=O)(=O)c1nc(S(=O)(=O)c2ccc(C)cc2)c(NCc2ccccn2)s1	0.97	-2.6%	-10%	-28%	-0.58	0.79
32	Cc1[nH]nc(SCC(=O)N2CCCCCC2)c1[N+](=O)[O-]	-0.11	-2.1%	14%	-4%	0.28	0.31

No.	M17LAP inhibition	Dynein transport	M1AAP inhibition	Siah-1 displacement	LYP inhibition	PMI inhibition
25	2%	0.12	9%	10%	-4%	10%
26	-20%	-0.12	1%	6%	0%	-1%
27	-4%	0.34	-3%	-9%	-9%	-6%
28	-35%	-0.5	7%	3%	-15%	·
29	5%	0.12	0%	0%	-6%	3%
30	5%	-0.58	-5%	7%	2%	11%
31	-5%	0.63	1%	7%	3%	-14%
32	7%	-0.32	4%	2%	-6%	-10%

(cont.)
No.	SMILES	Dynein transport cytoplasmic EGFP	XIAP antagonists	AID2073	PMI inhibitors	Dynein transport cell count	Dynein transport nuclear GR-EGFP
33	COc1ccccc1Nc1nc(N)nc(CSC(=S)N2CCCCC2C)n1 (stereo unspecified)	-0.18	-5.2%	23%	21%	-0.83	1.2
34	Cc1cccc(N2CCN(S(=O)(=O)c3ccc4c(c3)CCC(=O)N4)CC2C)c1 (stereo unspecified)	-0.27	-0.7%	-3%	8%	-0.12	-0.41
35	CCOC(=O)c1ccc(-n2c(C)nc3ccc(Br)cc3c2=O)cc1	-0.8	·	13%	·	0.1	-0.6
36	Cn1c(C(=O)NCCN2CCOCC2)cc2c(=O)n(C)c3ccccc3c21	-0.2	-14%	6%	5%	0.58	0.37
37	COc1ccc(CCn2c(C)nc3c(c(=O)c4ccccc4n3C)c2=O)cc1	-0.23	-2.6%	3%	1%	-0.83	0.52
38	CCc1nc(N)c(C#N)c(-c2ccco2)c1C	-0.17	-4.6%	17%	-10%	-0.4	0.66

No.	M17LAP inhibition	Dynein transport	M1AAP inhibition	Siah-1 displacement	LYP inhibition	PMI inhibition
33	-16%	1	3%	-10%	-1%	14%
34	16%	-0.72	7%	11%	1%	7%
35	9%	-0.54	1%	-9%	-4%	·
36	12%	0.25	9%	-2%	1%	4%
37	2%	0.82	7%	-1%	-2%	1%
38	-4%	0.059	7%	3%	-3%	-3%

Three structures from above, sorted by molar mass, lowest first.
No.	SMILES	Dynein transport cytoplasmic EGFP	XIAP antagonists	AID2073	PMI inhibitors	Dynein transport cell count	Dynein transport nuclear GR-EGFP
23	CCOC(=O)n1c(=O)[nH]c2ccc(Br)cc21	-0.39	-9.9%	-7%	-4%	-0.63	-0.1
11	N#Cc1c(C#N)c(-c2ccccc2)n(-c2ccc(C(=O)O)cc2)c1N	0.17	-3.1%	-4%	0%	1.3	-0.39
35	CCOC(=O)c1ccc(-n2c(C)nc3ccc(Br)cc3c2=O)cc1	-0.8	·	13%	·	0.1	-0.6

No.	M17LAP inhibition	Dynein transport	M1AAP inhibition	Siah-1 displacement	LYP inhibition	PMI inhibition
23	25%	1.1	10%	-3%	-2%	-5%
11	18%	-0.5	11%	-3%	2%	0%
35	9%	-0.54	1%	-9%	-4%	·
